# Compound activity (PubChem)
# MBNL1 CUG block: MBNL1-poly(CUG) RNA binding inhibition | Q9NR56 | TR-FRET MBNL1-His/biotin-(CUG)12 binding, 665/545 ratio | Potency, µM (top dose mostly 57.5 µM), for the others: top-dose activity change, negative = inhibition, actives largely listed as inhibitors | 280,000 tested, 0.036% active | AID 2675; active = well fitted inhibition curve with a large enough effect in the signal ratio, with a control signal flat, not every such curve was filed as active; inconclusive = small, poorly fitted or top-dose-only effect, or effect the other way, or a change in a side signal; inactive = no such curve, though single readings can be large or run the other way; the % refers to the signal ratio; also: % is scaled to controls: 0 for no effect and ±100 for the full control effect
# Target sequence (Q9NR56 whole entry, looked up): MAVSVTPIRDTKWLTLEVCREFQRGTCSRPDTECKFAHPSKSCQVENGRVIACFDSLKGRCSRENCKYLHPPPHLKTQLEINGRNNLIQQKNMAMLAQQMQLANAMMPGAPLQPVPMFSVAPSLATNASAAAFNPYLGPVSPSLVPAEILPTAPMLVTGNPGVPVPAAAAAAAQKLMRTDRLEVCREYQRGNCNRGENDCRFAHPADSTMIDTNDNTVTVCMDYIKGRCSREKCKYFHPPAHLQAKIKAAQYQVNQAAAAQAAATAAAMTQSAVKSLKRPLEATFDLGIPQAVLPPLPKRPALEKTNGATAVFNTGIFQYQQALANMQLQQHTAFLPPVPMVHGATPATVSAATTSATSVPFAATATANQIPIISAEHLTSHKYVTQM
#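 Compound titration spanned 92 nM–58 uM against the MBNL1-His/biotin-(CUG)12 complex. After 60 min at room temperature with 5 nM streptavidin-XL665 and 0.055 ng/ul terbium anti-His, ratiometric 665/545 nm emission (Ex 340 nm) normalized to controls.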
# ELG1 genotox: induces genotoxicity in HEK293T cells with luciferase-tagged ELG1 | HEK293T ELG1-luciferase reporter, luminescence, 16 h | Potency, µM (titrated, usually from 46 µM), without a hit: at the top dose activity change, positive = activation, most hits filed as activators | 330,000 tested, 1.3% active; also: % of control where 0% means no effect; nearly all actives have a fitted effect of over 60% in size
#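 Screening used a luciferase reporter fused to human ELG1 in HEK293T cells. Luminescence was read on a CCD plate imager after 16 hr exposure and 30 min ONE-Glo incubation.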
# RORgamma inh: inhibitors of mouse ROR gamma transcriptional activity; Drosophila S2 Gal4-RORgamma UAS-luciferase reporter, 20 h; Potency, µM (titrated, usually from 53.6 µM), inactives show at the top dose activity change, negative = inhibition, hits mostly inhibitors; P51450; 310,000 tested, 5.4% active; AID 2551; also: % is scaled to controls: 0 for no effect and ±100 for the full control effect; nearly all actives have a fitted effect of over 60% in size
#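 Drosophila Schneider cells stably carrying a metallothionein-driven Gal4 DBD–ROR gamma fusion and a UAS-Photinus luciferase reporter were exposed to compound for 1 hr, then induced with copper sulfate (700 uM final) for 20 hr at ambient temperature before luminescence reading.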
# Gal4-VP16 FLuc: Gal4-VP16 reporter inhibition counter-screen; Drosophila S2 Gal4-VP16 UAS-luciferase, luminescence, 20 h; Potency, µM (titrated, usually from 53.6 µM), without a hit: at the highest dose activity, negative = inhibition, usual class: inhibitors; 310,000 tested, 3.5% active; AID 2546;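 also: Gal4-VP16 expression switched on by copper sulfate through the metallothionein promoter; % is scaled to controls: 0 for no effect and ±100 for the full control effect; nearly all actives have a fitted effect of over 50% in size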
# BRCA1 expr act: increases BRCA1 expression; Potency, µM (doses to about 46.1 µM), for the others: at the highest dose activation, actives largely listed as activators; 380,000 tested, 1.1% active; MCF7-BRCA1-FFLuc reporter, luminescence, 48 h; response scale: scaled: vehicle 0%, 10 µM genistein 100%; AID 624202; also: nearly all actives have a fitted effect of over 80% in size; some results filed as inactive show a strong effect at the top dose
#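 Compounds are tested at multiple concentrations on MCF7 BRCA1-luciferase reporter cells seeded at 2000 per well; after 48 h, a single luminescence end-point is taken and curves fitted to the normalized data.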
# NPC1 prom act: activators of NPC1 promoter; Huh7 NPC1 promoter luciferase reporter, 24 h; Potency, µM (doses to about 9.22 µM), for the others: top-dose activation, usual class: activators; 320,000 tested, 2.4% active; AID 485313;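 also: % of control where 0% means no effect; nearly all actives have a fitted effect of over 60% in size; reporter is driven by a mutant NPC1 promoter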
#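 Readout is luciferase luminescence, reflecting NPC1 promoter activation in stably transfected Huh7 cells after 24 h compound exposure at 37 °C in reduced-serum medium with 10% FBS.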
# Rab9 promoter act: activators of Rab9 promoter. AID 485297. 320,000 tested, 2.8% active. Huh7 Rab9 promoter-luciferase reporter, luminescence, 24 h. Potency, µM (doses to about 9.22 µM), inactives show at the top dose activation, negative = inhibition, most hits filed as activators; also: % of control where 0% means no effect; nearly all actives have a fitted effect of over 60% in size
#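 Cells were plated at 1500 per well in reduced-serum medium with 10% FBS and left 2 h. Compound in DMSO was then added for 24 h at 37 °C. Reporter signal was read by luminescence after 10 min with luciferase detection reagent.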
# FLuc modulator: counter-screen for miR-21 project: firefly luciferase inhibitors or activators; P08659; purified FLuc, Km substrates, luminescence inhibition; Potency, µM (titrated, usually from 57.5 µM), for the others: at the top dose activity change, negative = inhibition, actives largely listed as inhibitors; 360,000 tested, 6.9% active; AID 588342;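 also: plate controls were vehicle for no effect and reference inhibitor for full effect; nearly all actives have a fitted effect of over 55% in size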
# Target sequence (P08659 whole entry, looked up): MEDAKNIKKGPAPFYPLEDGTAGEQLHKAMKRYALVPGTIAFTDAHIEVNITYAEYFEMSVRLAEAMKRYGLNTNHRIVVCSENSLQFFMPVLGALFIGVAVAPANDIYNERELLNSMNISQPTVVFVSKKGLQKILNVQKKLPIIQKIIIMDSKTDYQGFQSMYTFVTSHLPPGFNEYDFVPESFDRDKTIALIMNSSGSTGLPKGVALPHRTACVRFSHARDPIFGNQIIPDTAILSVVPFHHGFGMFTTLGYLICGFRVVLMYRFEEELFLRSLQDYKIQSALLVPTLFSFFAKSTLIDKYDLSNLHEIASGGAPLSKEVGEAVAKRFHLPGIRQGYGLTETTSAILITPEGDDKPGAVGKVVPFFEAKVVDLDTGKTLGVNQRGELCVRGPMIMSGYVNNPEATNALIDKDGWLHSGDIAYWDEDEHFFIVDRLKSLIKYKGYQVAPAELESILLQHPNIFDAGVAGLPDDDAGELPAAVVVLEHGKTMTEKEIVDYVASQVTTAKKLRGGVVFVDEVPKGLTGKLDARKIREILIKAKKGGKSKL
#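 Purified P. pyralis luciferase, 10 nM final, with Km-level 10 uM D-luciferin and 10 uM ATP in 50 mM Tris acetate pH 7.5, 10 mM Mg acetate, 0.01% Tween-20, 0.05% BSA; 6-point qHTS titration about 60 µM downward; luminescence read.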
# MLL CXXC-DNA inh: blocks binding of human MLL CXXC domain to DNA; MLL-CXXC / FITC-HOXA9 DNA fluorescence polarization; Potency, µM (highest dose often 115 µM), inactives show at the highest dose activity change, negative = inhibition, actives largely listed as inhibitors; 290,000 tested, 0.037% active; AID 2662; active = well fitted inhibition curve with a large enough effect in the polarisation, with a control signal flat, not every such curve was filed as active; inconclusive = small, poorly fitted or top-dose-only effect, or effect the other way, or a change in a side signal; inactive = no such curve, though single readings can be large or run the other way; the % refers to the polarisation
#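 Steps: dispense CXXC domain solution (7 uM) → pin compounds or unlabeled HOX-A9 DNA control → 5 min ambient → add FLSN-HOX-A9 solution (50 nM) → spin → 30 min ambient → fluorescence polarization. Tris pH 7.5/NaCl/DTT/BSA buffer.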
# uPA surface inh: inhibitors of cell surface uPA generation. Potency, µM (series often up to 38.3 µM), for inactives: at the top dose activity change, negative = inhibition, actives largely listed as inhibitors. 330,000 tested, 0.31% active. cell surface uPA generation assay, qHTS; active = well fitted inhibition curve with a large enough effect; inconclusive = small, poorly fitted or top-dose-only effect; inactive = no such curve, though single readings can be large or run the other way; tested in mouse RAW 264.7 cells; also: % is scaled to controls: 0 for no effect and ±100 for the full control effect; nearly all actives have a fitted effect of over 55% in size
# p53 reactivation: mutant p53 re-activation in reporter cells; H1299 p53-A138V BP100-luciferase reporter, luminescence, 24 h; Potency, µM (titrated, usually from 92.2 µM), inactives show at the highest dose activity change, positive = activation, actives largely listed as activators; 320,000 tested, 0.063% active; also: % of control where 0% means no effect; nearly all actives have a fitted effect of over 45% in size
#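 H1299 (p53-null), stable ts p53-A138V + BP100-Luc; 1000 cells/well, Opti-MEM/10% FBS; cpd 4 pt, 1:5; 24 h, 37 deg C, 5% CO2; detection reagent 10 min RT; luminescence.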
# The depositor's hits bear a star; ? = inconclusive; . = not tested or not shown; [ ] = dose if it differs, or a comment. Unless noted, calls follow the shape of the dose curve; as a rule, active = well fitted curve in the direction sought with a large enough effect; inconclusive = small, poorly fitted or top-dose-only effect, or another doubt; inactive = no such curve, though single readings can be large; an effect the other way counts as inactive or inconclusive. Potency is read from the fitted curve at half-maximal effect. This is a subset (hit frequency here may not be typical).
SMILES,MBNL1 CUG block,ELG1 genotox,RORgamma inh,Gal4-VP16 FLuc,BRCA1 expr act,NPC1 prom act,Rab9 promoter act,FLuc modulator,MLL CXXC-DNA inh,uPA surface inh,p53 reactivation
O=C(CCNS(=O)(=O)c1ccc(Cl)cc1)N1CCN(Cc2ccccc2)CC1,8%,-2%,?,-6%,-15%,-2%,-9%,4%,4%,-1%,4%
Cc1ccc2c(c1)N=C(c1ccc(F)cc1)CO2,16%,?,6%,?,50%,4µM*,3.2µM*,4.3µM*,-1%,-5%,?
COC(=O)c1cc(Br)c(=O)n(CCN2CCOCC2)c1,0%,-2%,2%,-14%,0%,-2%,-5%,5%,3%,11%,4%
O=CN1CCN(C(=O)c2ccccc2F)CC1,10%,2%,-21%,-5%,-13%,-2%,9%,3%,1%,-5%,0%
CCOC(=O)CC/C(=N\NC(N)=O)c1ccc(OC)c(Cl)c1,.,5%,.,.,4%,4%,10%,-1%,.,13%,8%
Cc1c(C(=O)O)sc2nc(/C=C/c3ccccc3OC(F)F)[nH]c(=O)c12,?,0%,19%,5%,1%,-4%,0%,?,5%,2%,-16%
COC(=O)c1c(C)[nH]c(C(=O)OCC(=O)NCC(C)C)c1C,0%,9%,4%,13%,-4%,2%,-4%,-11%,16%,0%,3%
O=C(c1ccco1)N1CCN(c2nnc(-c3ccccc3)c3ccccc23)CC1,9%,-4%,1%,?,-33%,-5%,4%,2%,0%,.,-2%
COc1ccc2[nH]cc(C(=O)CN3CCCCC3C)c2c1 (stereo not drawn),8%,1%,-19%,0%,.,-2%,-6%,3%,-1%,.,-8%
COc1ccc(NS(=O)(=O)c2c(C)[nH]c(=O)[nH]c2=O)cc1OC,8%,1%,-1%,-6%,20%,-1%,-1%,-1%,0%,-2%,-9%
Cc1ccc2nc(C)c(C(=O)NN=C3CCCCCC3)n2c1,-4%,0%,13µM*,-25%,-50%,-2%,-1%,-1%,-10%,4.5µM*,1%
CC(CCc1ccccc1)NC(=O)c1cccs1 (stereo not drawn),-3%,0%,3%,-7%,0%,-6%,-9%,4%,-6%,-3%,2%
CC1CCN(S(=O)(=O)c2ccc3c(c2)CC(C)N3C(=O)C2CCC2)CC1 (stereo not drawn),-6%,3%,?,?,3%,3%,-2%,-2%,45%[activator],?,-6%
CCOC(=O)C1CCN(CC(=O)c2ccc(O)c(C)c2O)CC1,3%,0%,-33%,-3%,0%,0%,3%,-4%,0%,-12%,9%
CCCN1CCN(S(=O)(=O)c2ccc(-c3cc(C)no3)s2)CC1,?,-3%,18%,-1%,16%,-2%,-4%,1%,3%,-4%,-30%
COc1ccccc1CNC(=O)[C@H](C)NC(=O)C1CCN(C(=O)[C@H](CCSC)NC(=O)OC(C)(C)C)CC1,-6%,3%,-8%,0%,8%,0%,-5%,-3%,-2%,5%,9%
CC(C)C1=NOC(C(=O)N2CCC(N3CCC(C(=O)N4CCOCC4)CC3)CC2)C1 (stereo not drawn),6%,-1%,-10%,-5%,8%,-7%,-1%,6%,-6%,-3%,5%
COc1ccc(CCN=C2SCC(=O)N2C)cc1OC,-5%,-4%,5%,0%,24%,2%,-10%,9%,-2%,12%,1%
CCC(C)c1ccccc1NC(=O)COC(=O)c1ccc2[nH]c3c(c2c1)CCCC3 (stereo not drawn),1%,-13%,6%,20µM*,-80%,-5%,-2%,-18%,-8%,-8%,2%
O=C(CC1OC(=O)c2ccccc21)Nc1ccc(Cl)c(S(=O)(=O)N2CCCCC2)c1 (stereo not drawn),.,14%,.,.,-33%,0%,0%,2%,.,?,-1%
CCOC(=O)c1nc(Nc2cc(Cl)ccc2OC)c2ccccc2n1,-7%,-12%,-7%,3%,-24%,2%,-1%,-3%,47%[activator],22%,-3%
CSc1ccc(C(=O)C2CCCN(C(=O)Cc3nonc3C)C2)cc1 (stereo not drawn),2%,-2%,34%,-3%,9%,-6%,-1%,6%,1%,-4%,0%
CCCOc1cccc(C(=O)NCCNC(=O)c2cnccn2)c1,0%,0%,-3%,-4%,-37%,-1%,4%,1%,10%,-1%,2%
Cc1ccc(OCC(=O)OC2CCCN(C)C2)cc1 (stereo not drawn),-3%,0%,2%,-6%,29%,-4%,-3%,-6%,-3%,-16%,-1%
Cc1ccsc1/C=N/n1c(-c2ccccc2)n[nH]c1=S,.,0%,14%,-9%,-22%,-1%,3%,-3%,3%,2%,-3%

# In a second layout: results already given
SMILES	MBNL1 CUG block	ELG1 genotox	RORgamma inh	Gal4-VP16 FLuc	BRCA1 expr act	NPC1 prom act	Rab9 promoter act	FLuc modulator	MLL CXXC-DNA inh	uPA surface inh	p53 reactivation
O=C(CCNS(=O)(=O)c1ccc(Cl)cc1)N1CCN(Cc2ccccc2)CC1	8%	-2%	?	-6%	-15%	-2%	-9%	4%	4%	-1%	4%
Cc1ccc2c(c1)N=C(c1ccc(F)cc1)CO2	16%	?	6%	?	50%	4µM*	3.2µM*	4.3µM*	-1%	-5%	?
COC(=O)c1cc(Br)c(=O)n(CCN2CCOCC2)c1	0%	-2%	2%	-14%	0%	-2%	-5%	5%	3%	11%	4%
O=CN1CCN(C(=O)c2ccccc2F)CC1	10%	2%	-21%	-5%	-13%	-2%	9%	3%	1%	-5%	0%
CCOC(=O)CC/C(=N\NC(N)=O)c1ccc(OC)c(Cl)c1	.	5%	.	.	4%	4%	10%	-1%	.	13%	8%
Cc1c(C(=O)O)sc2nc(/C=C/c3ccccc3OC(F)F)[nH]c(=O)c12	?	0%	19%	5%	1%	-4%	0%	?	5%	2%	-16%
COC(=O)c1c(C)[nH]c(C(=O)OCC(=O)NCC(C)C)c1C	0%	9%	4%	13%	-4%	2%	-4%	-11%	16%	0%	3%

# Following part.
SMILES,MBNL1 CUG block,ELG1 genotox,RORgamma inh,Gal4-VP16 FLuc,BRCA1 expr act,NPC1 prom act,Rab9 promoter act,FLuc modulator,MLL CXXC-DNA inh,uPA surface inh,p53 reactivation
NC(=O)NC(=O)C(Nc1ccc2c(c1)CCC2)c1ccccc1 (stereo not drawn),-1%,2%,-19%,25%,-7%,-2%,0%,?,3%,5%,6%
COc1ccccc1N1CCN(C(=S)Nc2ccc(S(=O)(=O)N3CCOCC3)cc2)CC1,3%,-15%,-93%,?,-37%,-4%,-9%,-2%,-1%,-11%,1%
Cc1ccc(-c2csc(NNC(=O)c3ccccc3)n2)cc1,.,10%,5µM*,7.1µM*,-46%,-3%,2%,?,-4%,-6%,?
Cc1ccc(-c2nnn(CC(=O)NCCc3ccc4c(c3)OCO4)n2)cc1,-1%,0%,-11%,1%,13%,-6%,-3%,1%,2%,2%,6%
Cc1ccc(S(N)(=O)=O)cc1NC(=O)c1ccc2c3c(cccc13)CC2,?,-3%,?,-10%,20%,-4%,-4%,-16%,6%,7%,.
NC(=O)COC(=O)c1ccc(S(=O)(=O)N2CCCCCC2)cc1,-3%,2%,5%[0.365 µM],.,-2%,-5%,-3%,-1%,3%,0%,14%
COc1ccccc1-n1cnnc1SCC(=O)N1CCN(C(=O)c2ccco2)CC1,-2%,3%,8%,7%,-4%,-2%,-1%,1%,-5%,-3%,0%
CCOC(=O)CC1=C(C(=O)OCC)C(c2ccc(OC)cc2OC)C(C#N)=C(N)O1 (stereo not drawn),7%,0%,6%,3%,-19%,0%,9%,-4%,-16%,-1%,1%
O=C(CCn1c2c(c3ccccc31)CCCC2)NNC(=O)c1ccccc1C(=O)O,1%,-1%,-15%,2%,5%,6%,-3%,27µM*,2%,-21%,-3%
Cc1ccc(S(=O)(=O)c2ccc(Cl)cc2)cc1S(=O)(=O)N1CCOCC1,-8%,-10%,31%,17%,-47%,1%,-1%,2%,1%,-4%,-16%
CCCN1CCc2c(sc(NC(=O)c3ccc(S(=O)(=O)N4CCN(C(=O)OCC)CC4)cc3)c2C(N)=O)C1,?,?,?,?,-27%,-4%,-2%,2%,?,?,?
Cc1ccc(C(=O)N[C@H](C(=O)N2CCN(c3ccccc3F)CC2)C(C)C)cc1,1%,-13%,-1%,-12%,-22%,-3%,-2%,0%,33%[activator],10%,1%
